Bioassay records deposited in PubChem by several laboratories.
IMP-1 inhibitor = inhibitors of Pseudomonas aeruginosa IMP-1 metallo-beta-lactamase | purified IMP-1, nitrocefin hydrolysis, epi-absorbance fluorescence | inhibition, % at 5.6 µM | 290,000 compounds, 0.45% hits;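 active = inhibition above the mean plus 3 SD of all compounds in the same screening run, cut at about 4.5% in these data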;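 note: 0% = IMP-1 with DMSO and 100% = DMSO wells lacking enzyme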
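Material – recombinant IMP-1 enzyme, purified · Amount – IMP-1 0.2 nM before substrate addition · Medium – HEPES buffer pH 7.1 with ZnSO4 and Brij 35 · Timing – 25 °C, 15 min preincubation, 25 min reaction · Measured by – plate fluorescence quenching by hydrolysis product, ex 480/em 530 nm · Read-out – percent enzyme inhibition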
M18AAP inhibitor = blocks P. falciparum M18 aspartyl aminopeptidase; recombinant PfM18AAP, H-Glu-NHMec fluorogenic cleavage; inhibition, % at 7.35 µM; 290,000 compounds, 1.2% hits;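 active = inhibition above the campaign mean inhibition over all tested compounds plus 3 SD, cut at about 28% in these data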;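 note: 0% = plate median of test compound wells and 100% = 2 mM ZnCl2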
NALP1 yeast inh = blocks the NALP1 inflammasome reconstituted in yeast; S. cerevisiae NALP1/ASC/caspase-1 growth, X-gal OD620, 72 h; 280,000 compounds, 0.61% hits; inhibition, % at 10 µM; in the data active = inhibition mostly above about 24%, no sharp cut-off; inactive = mostly below about 32%; note: some compounds called inactive have numbers as strong as hits
GPR7 antagonist = antagonists of human GPR7 (neuropeptides B/W receptor 1) | inhibition, % at 4.4 µM | 290,000 compounds, 1.1% hits | P48145 | GPR7-expressing cells, fluorescence antagonist assay | AID 1861; in the data active = inhibition above about 16%, passing the limit was not always enough;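 note: cells stimulated with the agonist NPW; 0% = agonist with vehicle and 100% = vehicle without agonist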
Target sequence (P48145 whole entry, looked up): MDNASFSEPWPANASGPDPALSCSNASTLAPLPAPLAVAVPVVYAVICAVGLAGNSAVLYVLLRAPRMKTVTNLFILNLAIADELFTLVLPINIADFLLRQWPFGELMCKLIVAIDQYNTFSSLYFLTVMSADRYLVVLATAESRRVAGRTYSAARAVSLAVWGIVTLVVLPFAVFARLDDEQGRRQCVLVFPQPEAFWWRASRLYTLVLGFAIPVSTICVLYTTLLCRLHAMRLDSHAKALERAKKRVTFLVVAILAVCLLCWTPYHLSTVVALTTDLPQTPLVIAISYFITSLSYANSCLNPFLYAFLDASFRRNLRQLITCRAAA
IDE cell activ = activators of human insulin-degrading enzyme in cells; HEK cells, FAbeta-B cleavage, fluorescence polarization; 0% vehicle, 100% cell-free pure enzyme wells; P14735; activation, % at 5.96 µM; AID 493087; 340,000 compounds, 0.073% hits;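 active = activation above the mean of all tested compounds plus 3 SD, set per screening campaign, cut at about 17% in these data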
p-CIP stab down = p/CIP protein destabilization. F442A p/CIP-EGFP cells, EGFP fluorescence, 16 h. Q05BA5. decrease of EGFP signal, % at 10 µM. 290,000 compounds, 0.01% hits;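 active = EGFP signal decrease of at least 30% at 10 µM or well 3 SD below plate mean, unless failing retest; inactive = the rest, including hits failing retest or dose response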; note: some compounds called inactive have numbers as strong as hits; many of its hits are not listed in these tables
PHOSPHO1 inh = inhibitors of human PHOSPHO1 phosphatase; Q8TCT1; recombinant PHOSPHO1, absorbance phosphatase assay; inhibition, % at 13.3 µM; 290,000 compounds, 1.1% hits; AID 1565; in the data active = inhibition above about 60%
Target sequence (Q8TCT1 whole entry, looked up): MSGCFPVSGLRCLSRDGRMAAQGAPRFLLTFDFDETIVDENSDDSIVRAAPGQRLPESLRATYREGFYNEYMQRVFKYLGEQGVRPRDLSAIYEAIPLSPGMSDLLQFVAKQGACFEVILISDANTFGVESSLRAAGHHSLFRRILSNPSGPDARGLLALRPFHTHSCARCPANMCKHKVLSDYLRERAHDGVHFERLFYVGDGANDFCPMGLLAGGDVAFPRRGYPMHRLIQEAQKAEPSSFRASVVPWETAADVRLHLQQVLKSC
IDE cell inh = inhibits human insulin-degrading enzyme in HEK cells | FAbetaB cleavage, fluorescence polarization | P14735 | 320,000 compounds, 0.41% hits | inhibition, % at 5.59 µM | AID 434962;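 active = percent inhibition above the average of all tested compounds plus 3 SD, set per screening campaign, cut at about 16% in these data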;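 note: IDE supplied by intact live HEK cells; FP after avidin binding of uncleaved biotin substrate so inhibition keeps polarization high; 0% = DMSO wells and 100% = 60 µM reference IDE inhibitor Ii1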
VIM-2 inhibitor = blocks Pseudomonas aeruginosa VIM-2 metallo-beta-lactamase; purified VIM-2, nitrocefin hydrolysis, epi-absorbance fluorescence; inhibition, % at 5.6 µM; 290,000 compounds, 0.89% hits; AID 1527;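 active = inhibition above the mean of all tested compounds plus 3 SD, cutoff set per screening run, cut at about 7.5% in these data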;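 note: red hydrolysis product quenches plate fluorescence so inhibitors raise well fluorescence; 0% = enzyme with DMSO and 100% = DMSO without enzyme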
* hit, by the source's call; . = not tested or not shown.

SMILES	IMP-1 inhibitor	M18AAP inhibitor	NALP1 yeast inh	GPR7 antagonist	IDE cell activ	p-CIP stab down	PHOSPHO1 inh	IDE cell inh	VIM-2 inhibitor
COc1ccc(-c2nnc(SCC(=O)OC3CCCCC3)o2)cc1OC	-2.6	10	13	-6	2	6	-10	3	-5.1
CCCc1nnc(SCC(=O)Nc2ccc(OC)cc2)o1	-3.5	2	-13	3	5	3	23	2	-2.8
Cc1ccc(OCCC(=O)Nc2ccccc2C(=O)NC2CC2)cc1	-0.1	-12	8	12	-3	-6	26	.	-0.5
Nc1cc(N)nc(SCC(=O)Nc2ccccc2N2CCOCC2)n1	-1.6	0	.	-5	4	2	25	6	-0.4
Cc1cccc(/C=N\NC(=O)c2ccccc2-n2cccc2)c1	-0.8	14	15	5	4	0	32	6	-2.6
CC(C)CN(CCCNC(=O)CN1C(=O)COc2ccc(S(=O)(=O)N3CCCC3)cc21)CC(C)C	-2.9	-3	24	-11	2	-2	36	0	-2.6
CCC1c2ccc(C)n2CCN1C(=O)Nc1ccccc1C(=O)OC (stereo not drawn)	-3.3	5	-17	-19	2	-15	3	3	-2.2
CN1CCN(C(=O)C2CC(=O)N(c3ccc(Cl)cc3)C2)CC1 (stereo not drawn)	-2.7	-5	6	-6	-4	-25	24	-5	0.8
Cc1ccc(NC(=O)[C@@]2(CC(=O)O)CC(/C=C/c3ccccc3)=NO2)c(C)c1	-1.7	-1	10	-3	1	4	15	-2	-2.1
O=C(O)CN(C1CCCCC1)S(=O)(=O)c1ccc(F)cc1	-4.0	5	15	-11	4	-1	0	-7	0.2
CCOC(=O)N1CCC(N2Cc3cccc(C(=O)NCc4ccc(C)cc4)c3C2=O)CC1	-2.1	-10	13	-8	0	-2	1	4	-1.2
Clc1ccc(Cc2nnc(-c3ccccc3Br)o2)cc1	-1.9	-8	42	-3	6	-7	-4	0	0.5
CNC(=O)NC(=O)C(C)OC(=O)c1ccc(Cl)c(S(=O)(=O)Nc2ccc(F)cc2)c1 (stereo not drawn)	-1.3	-13	19	12	6	-7	23	2	-1.6
CC1CCCC(NC(=O)CNCc2ccccc2F)C1C (stereo not drawn)	-2.9	8	3	-7	3	-8	24	-5	-3.1
N#Cc1ccc(Sc2nc3ccccc3[nH]2)cc1C#N	-1.8	-14	9	14	-2	6	14	-5	2.6
Cc1ccc(NC(=O)C2OCCc3ccccc32)cc1C (stereo not drawn)	-2.2	3	-3	-8	4	-8	35	2	-3.1
COc1ccc(/C=c2\sc3nc(=O)c(C)nn3c2=O)c(OC)c1	-1.9	11	-14	7	-2	-16	7	-3	-1.7
O=C(O)c1cn[nH]c1-c1cccc([N+](=O)[O-])c1	-2.8	3	-3	-16	3	2	-10	2	-1.9
Cc1cc(-n2c(SCC(=O)Nc3ccc(F)c(F)c3)nc3n[nH]c(C)c3c2=N)ccc1Cl	-1.6	4	10	-3	1	-4	-13	4	-0.4
Cc1nc(Cl)c2oc3ccccc3c2n1	-1.7	-1	24	1	3	-5	18	-4	-1.6
Cc1ccccc1-n1c(C)nnc1SCC(=O)NCC1CCCO1 (stereo not drawn)	-3.2	-2	-12	9	-1	-14	67*	3	0.2
O=C(CN1C(=O)NC2(CCCC2)C1=O)Nc1ccccc1F	-4.8	-13	-1	-3	7	-5	-1	1	-3.7
Cc1nn2c(N3CCCC3)cc(C(C)C)nc2c1-c1ccccc1	-2.0	8	-27	-7	2	-6	-10	9	0.9
COc1ccc(CNC(=O)c2cc(C)nn2-c2ccccc2)cc1	-3.3	-8	31	-11	5	-19	-29	5	-0.9
Cc1cc2ccccc2n1CCNC(=O)c1ccc(Br)o1	-1.3	6	12	-14	7	6	0	1	0.4
CCOc1cccc(NC(=O)CC#N)c1	-3.5	1	26	-10	6	-10	9	6	1.1
C=CCC(CC=C)(NC(=O)c1ccccc1C)c1ccccc1	-1.5	1	18	-4	-3	-10	46	-1	-0.6
COc1ccc(C2=NCCc3cc(OC)c(OC)cc32)cc1	-5.7	-5	21	-1	-1	-6	-2	-1	-2.2
CC(C)(C)c1csc(NC(=O)CSC2=NCCS2)n1	-3.6	7	4	-3	4	-11	14	-1	-2.1
N/C(=N\OC(=O)COc1ccc2ccccc2c1Br)c1cccnc1	-1.4	-1	3	-10	.	3	18	5	-0.3
Cc1cccc(C(=O)Nc2ccccc2SCC2CSc3nc4ccccc4c(=O)n32)c1 (stereo not drawn)	-1.6	-1	29	17	-16	3	-10	7	-1.8
O=C(c1ccc2oc(CCCc3ccccc3)nc2c1)N1CCCCC1CO (stereo not drawn)	-4.1	0	2	7	-6	-11	31	.	-3.4
CCS(=O)(=O)N1CCN(c2ccc([N+](=O)[O-])c(N3CCOCC3)c2)CC1	-2.4	-2	19	3	3	-7	5	1	-3.7
O=C(Cn1nnc(-c2ccccc2)n1)NCc1ccc2c(c1)OCO2	-2.5	-5	14	-3	0	-5	10	-1	0.2
O=C(NC1CC2CCCC(C1)N2C(=S)Nc1ccccc1)C1CC1 (stereo not drawn)	-5.2	-6	-5	-1	3	-4	10	8	-0.5
COC(=O)C1=C(C)NC(=O)C1(Nc1nccs1)C(F)(F)F (stereo not drawn)	-2.5	3	14	0	1	-4	-7	2	-2.0
Cc1c(Cl)c([N+](=O)[O-])nn1CCCC(=O)NCCc1ccccc1	-2.0	-12	-12	-3	1	1	16	2	-3.2
CC(=O)Nc1ccc(S(=O)(=O)N2CCN(CC(=O)NC3CCCC3)CC2)cc1	1.6	5	19	-6	-5	-1	8	2	-2.6
Cc1cc(C)c2cc(CN(CC3CCCO3)C(=O)NC3CCCCC3)c(=O)[nH]c2c1 (stereo not drawn)	-2.7	3	.	-8	.	.	.	.	-1.7
CS(=O)(=O)Nc1ccc2c(c1)nc1n2CCOC1	-0.4	2	10	-9	2	-9	11	9	0.5
Cc1ncn(-c2ccc(C(=O)Oc3ccccc3)cn2)n1	-1.8	-17	0	-4	0	-1	28	-5	-0.4
CCOc1ccccc1OCCCOc1ccc([N+](=O)[O-])cc1Cl	1.4	-7	7	-11	0	20	-8	7	-2.4
O=C(COc1ccc(Br)cc1)N1CCCCCC1	-1.9	5	1	-3	4	4	-13	-4	-1.6
O=C(Nc1ccc(Cl)cc1)Nc1ccc(N2CCOCC2)cc1	-4.8	0	-8	-5	0	-10	12	8	-3.9
CC1CCc2sc3c(c2C1)c(=O)n(CC(=O)O)c(=O)n3Cc1ccc(Cl)cc1 (stereo not drawn)	-0.7	0	-10	3	2	11	-11	3	0.9
Cc1cccc(N2CCN(C(=O)c3cc(S(=O)(=O)N4CCOCC4)cn3C)CC2C)c1 (stereo not drawn)	-1.1	1	-12	3	4	-2	7	0	-0.8
COc1ccc(NC(=O)c2cc(SC)ccc2Cl)cc1	-2.7	-1	23	-5	0	7	-4	1	0.4
COc1cc(C(=O)NNC2=CC(=O)CC(C)(C)C2)cc(OC)c1OC	-5.9	19	18	-3	1	-9	6	-3	-1.6
COc1ccc(S(=O)(=O)Oc2ccc3c(c2)O/C(=C\c2cccnc2)C3=O)cc1	-0.2	7	4	1	0	-2	12	-1	-1.9
CC1(C)CNC(=O)C=C(c2ccccc2)C1	-0.2	4	3	-9	0	-10	8	2	-0.3
O=C(NC1CCCCC1)c1ccc(CNc2nc(=S)[nH]c3ccccc23)cc1	-0.4	-9	12	-8	5	12	13	7	1.2
CCOC(=O)N1CCC(NC(=O)CN2C(=O)CCSc3ccccc32)CC1	-0.5	-9	.	0	8	-11	10	-4	2.0
Oc1c(Cl)cc(CN2CCCCC2)c2cccnc12	-2.3	8	4	4	-2	-13	-14	-5	15*
N#CCN1CCN(CC(=O)Nc2ccc(OCc3ccccc3)cc2)CC1	-2.8	5	25	4	1	-5	-3	7	-1.9
O=P(O)(O)c1ccccc1OCCCCCOc1ccccc1P(=O)(O)O	1.4	-13	14	5	-2	5	-1	-2	62*
CCOC(=O)C1C(C#N)=C(N)OC(C)=C1c1ccncc1 (stereo not drawn)	-1.1	-7	8	13	4	-4	-14	6	-2.1
CCOC(=O)C1CCCN(S(=O)(=O)Cc2ccccc2Cl)C1 (stereo not drawn)	-0.5	2	11	9	2	0	8	2	0.3
COc1ccc(N2CCCn3c2nc2c3c(=O)n(Cc3ccccc3)c(=O)n2C)c(OC)c1	-0.4	-4	-1	-1	8	-6	40	-9	-0.4
COc1cc(C2CC(=O)NC3=C2C(=O)CC(C)(C)C3)ccc1O (stereo not drawn)	-4.3	-8	10	-15	3	-6	4	.	-4.1
NNC(=O)c1ccc(N2CCc3ccccc32)c([N+](=O)[O-])c1	-4.4	-12	0	5	7	4	-50	-3	-0.7

Three structures already listed, sorted by molecular weight, low to high:
SMILES	IMP-1 inhibitor	M18AAP inhibitor	NALP1 yeast inh	GPR7 antagonist	IDE cell activ	p-CIP stab down	PHOSPHO1 inh	IDE cell inh	VIM-2 inhibitor
CCCc1nnc(SCC(=O)Nc2ccc(OC)cc2)o1	-3.5	2	-13	3	5	3	23	2	-2.8
O=C(Cn1nnc(-c2ccccc2)n1)NCc1ccc2c(c1)OCO2	-2.5	-5	14	-3	0	-5	10	-1	0.2
COc1ccc(S(=O)(=O)Oc2ccc3c(c2)O/C(=C\c2cccnc2)C3=O)cc1	-0.2	7	4	1	0	-2	12	-1	-1.9

Complete entries from above. Order of values: IMP-1 inhibitor	M18AAP inhibitor	NALP1 yeast inh	GPR7 antagonist	IDE cell activ	p-CIP stab down	PHOSPHO1 inh	IDE cell inh	VIM-2 inhibitor
Shown for `O=C(O)CN(C1CCCCC1)S(=O)(=O)c1ccc(F)cc1` : -4.0	5	15	-11	4	-1	0	-7	0.2
Shown for `CCCc1nnc(SCC(=O)Nc2ccc(OC)cc2)o1` : -3.5	2	-13	3	5	3	23	2	-2.8

More structures.
SMILES	IMP-1 inhibitor	M18AAP inhibitor	NALP1 yeast inh	GPR7 antagonist	IDE cell activ	p-CIP stab down	PHOSPHO1 inh	IDE cell inh	VIM-2 inhibitor
CN(C(=O)COC(=O)CNC(=O)CNC(=O)c1ccc(Cl)cc1Cl)c1ccccc1	-1.4	4	2	1	6	-5	15	1	-0.7
Brc1ccc(C2=Nn3c(nnc3-c3cccnc3)SC2)s1	-2.1	4	2	-8	0	-10	-30	6	0.9
Cc1onc(-c2c(Cl)cccc2Cl)c1C(=O)Nc1ccc2c(c1)OCCO2	-4.0	-7	6	-9	2	-5	-8	8	-1.4
CCCCCC(C)n1[nH]c(=O)c2c(C)cc(C)nc21 (stereo not drawn)	-1.5	-5	28	-10	0	1	-9	0	-1.7
C=CCn1c(SC(F)F)nc2scc(-c3ccco3)c2c1=O	-0.9	6	18	-7	3	-13	39	1	0.4
CCC(C(=O)NC(C)(C)C)N(C(=O)Cn1nnc(-c2ccccc2F)n1)c1cnc2ccccc2c1 (stereo not drawn)	-2.5	-3	2	-11	3	5	24	-5	0.3
CC(C)CC(=O)NC(NC(=S)Nc1sc2c(c1C#N)CCCC2)C(Cl)(Cl)Cl (stereo not drawn)	-2.0	12	10	-9	7	-12	-45	1	-1.1
O=C(Nc1ccc(O)c2c(=O)cc(-c3ccccc3Cl)oc12)c1ccc(Cl)cc1Cl	.	.	4	.	4	-3	22	0	.
Cc1occc1C(=O)NNC(=O)c1ccc(F)cc1	-1.3	3	1	2	3	-8	-7	0	0.1
O=C(NC1CCCCC1)C(c1ccc(O)cc1)N(C(=O)c1cnccn1)c1cccc(F)c1 (stereo not drawn)	-3.9	6	-4	3	-1	7	7	8	-3.3
